# Screening data from PubChem BioAssay.
# core dimer inh = HCV core protein dimerization inhibition. hit rate 0.33% among 300,000. inhibition, % at 5 µM. TR-FRET GST/Flag-core106 dimerization, 1536-well;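 active = inhibition above the mean of all tested compounds plus 3 SD, set per screening campaign, cut at about 45% in these data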
#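 test system = GST/Flag-tagged HCV core106 proteins | probe or stimulus = Eu donor and XL665 acceptor anti-tag antibodies | times = compound-protein-antibody incubation 4 h at 22.5 °C | signal = TR-FRET, excitation 340 nm, emission 617 and 671 nm | measure = percent inhibition of core106 dimerization signal | controls = wells lacking GST-core106 and wells with excess unlabelled core106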
# Efflux pump mplx = blocks antifungal efflux pumps in multiplex yeast assay; S. cerevisiae Candida pump triplex, Nile Red efflux; inhibition, % at 10 µM; hit rate 0.44% among 330,000; AID 485275;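 active = plate passing quality check with inhibition over a set limit, or well fluorescence over plate mean plus 4 SD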;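 also: Nile Red retained in pooled yeast measured as flow cytometry median fluorescence; 0% = buffer negative control and 100% = Enniatin B positive control; higher means more Nile Red kept so more efflux inhibition; some compounds called inactive have numbers as strong as hits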
# TPT1 inh = C. albicans TPT1 enzyme inhibition | recombinant caTPT1, FP RNA substrate dephosphorylation | inhibition, % at 5 µM | hit rate 0.81% among 300,000 | AID 1962;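 active = inhibition above the mean of all tested compounds plus 3 SD, set per screening campaign, cut at about 24% in these data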;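 also: plate controls were DMSO alone for no effect and ferristatin control at 100 nM for full effect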
# PP1 inh = blocks human PP1-alpha phosphatase, a PP5 counter-screen; purified PP1alpha, OMFP fluorescence; inhibition, % at 6.7 µM; P62136; hit rate 0.9% among 320,000;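 active = inhibition above the mean inhibition of all tested compounds plus 3 SD, computed separately for each screening campaign, cut at about 15% in these data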
# Target sequence (P62136 whole entry, looked up): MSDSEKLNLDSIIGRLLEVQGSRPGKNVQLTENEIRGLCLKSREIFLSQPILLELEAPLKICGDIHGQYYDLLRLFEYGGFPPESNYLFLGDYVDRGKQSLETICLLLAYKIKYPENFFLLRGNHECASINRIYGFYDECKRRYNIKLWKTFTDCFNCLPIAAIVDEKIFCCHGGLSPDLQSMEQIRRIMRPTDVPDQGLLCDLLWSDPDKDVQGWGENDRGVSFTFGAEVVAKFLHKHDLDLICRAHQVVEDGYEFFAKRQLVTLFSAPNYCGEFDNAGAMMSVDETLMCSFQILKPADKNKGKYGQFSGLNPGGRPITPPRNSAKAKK
# LYPLA2 inh = LYPLA2 (human) inhibition in PME1 counter-screen; hit rate 0.38% among 320,000; recombinant LYPLA2, FP-Rh probe fluorescence polarization; inhibition, % at 5.9 µM; O95372;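 active = inhibition above the screen-wide mean plus 3 SD, limit set per campaign, cut at about 26% in these data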;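 also: 0% = LYPLA2 with DMSO and 100% = wells lacking LYPLA2 enzyme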
# CTSL1 counter = cathepsin L1 inhibition, PFM18AAP counter-screen | recombinant F. hepatica cathepsin L1, Z-Leu-Arg-MCA fluorescence | AID 1906 | hit rate 0.49% among 300,000 | inhibition, % at 5.96 µM;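 active = inhibition above the mean of all tested compounds plus 3 SD, set per screening campaign, cut at about 17% in these data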;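 also: 0% = plate median of test compound wells and 100% = 1 µM Z-Phe-Ala-diazomethylketone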
# GASC-1 inh = human JMJD2C demethylase inhibition; inhibition, % at 2.35 µM; GST-JMJD2C(1-420) H3K9me3 demethylation, DELFIA europium; Q9H3R0; hit rate 0.069% among 330,000;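 active = more than half of a compound's replicate wells show inhibition beyond 50%, single wells judged on their own value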;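 also: signal counts dimethyl H3K9 product captured on neutravidin plate; 0% = median of DMSO wells and 100% = 0.3 times that DMSO median; strong numbers were not always called active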
# PREPL inhibitor = human PREPL enzyme inhibition. inhibition, % at 5.96 µM. recombinant PREPL, fluorescence polarization activity-based probe. Q4J6C6. hit rate 0.68% among 320,000; in the data active = inhibition above about 43%;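 also: 0% = enzyme with DMSO and 100% = wells lacking enzyme; many of its hits are not listed in these tables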
# PP5 primary = blocks human protein phosphatase 5 activity | hit rate 0.18% among 320,000 | P53041 | purified PP5c, OMFP substrate fluorescence | inhibition, % at 6.7 µM | AID 1987;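 active = inhibition above the campaign's mean inhibition across all tested compounds plus 3 SD, cut at about 9.5% in these data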;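 also: 0% = DMSO only and 100% = 100 µM cantharidin control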
# Target sequence (P53041 whole entry, looked up): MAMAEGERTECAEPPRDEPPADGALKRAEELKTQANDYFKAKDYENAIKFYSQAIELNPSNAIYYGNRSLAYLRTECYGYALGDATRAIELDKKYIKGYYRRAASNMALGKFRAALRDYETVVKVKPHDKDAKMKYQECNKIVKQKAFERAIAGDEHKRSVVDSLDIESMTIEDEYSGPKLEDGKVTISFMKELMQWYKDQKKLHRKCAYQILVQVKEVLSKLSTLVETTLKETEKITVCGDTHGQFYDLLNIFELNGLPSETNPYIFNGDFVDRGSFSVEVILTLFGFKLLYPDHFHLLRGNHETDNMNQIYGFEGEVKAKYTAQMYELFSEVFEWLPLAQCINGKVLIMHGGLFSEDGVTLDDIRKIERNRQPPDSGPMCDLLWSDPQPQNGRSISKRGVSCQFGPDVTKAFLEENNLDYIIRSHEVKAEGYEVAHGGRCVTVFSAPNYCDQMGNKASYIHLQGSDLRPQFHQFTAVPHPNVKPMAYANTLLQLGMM
# * = called active by the depositor; i = inactive; / = no result given; & = joins results of further samples. Some of the compounds tested; the hit share may differ from the screen's.
# Results follow in this order: core dimer inh	Efflux pump mplx	TPT1 inh	PP1 inh	LYPLA2 inh	CTSL1 counter	GASC-1 inh	PREPL inhibitor	PP5 primary
1) N#CCC(=O)N/N=C/c1cc(-c2ccccc2)n(-c2ccc(Cl)cc2)c1-c1ccccc1
 : 9	0.2	-1	0	-5	3	3	11	1.5
2) CCOc1cc(NC(=O)c2cnccn2)c(OCC)cc1NC(=O)c1cccc(F)c1
 : 4	0.0	-2	-3	5	-2	0	-1	0.8
3) CCOC(=O)c1c(C)[nH]c(C(=O)CSc2nnnn2-c2ccccc2)c1C
 : -4	0.1	1	-2	0	-6	45	13	1.4
4) COc1ccc(Cl)cc1S(=O)(=O)n1c([N+](=O)[O-])cnc1C
 : -4	-0.1	-1	-4	3	0	-2	-1	1.2
5) Cc1cc2c(N)cccc2nn1
 : -4	-0.1	-5	1	52*	-3	14	68*	0.3
6) O=C(NCCCn1ccnc1)c1ccc(Cl)cc1[N+](=O)[O-]
 : 9	0.1	2	4	2	-5	26	11	3.9
7) CCOC(=O)N1CCN(S(=O)(=O)c2ccc(F)c(C(=O)Nc3ccc(C(C)C)cc3)c2)CC1
 : 8	1.7	1	-3	-3	-2	-4	7	6.4
8) CC(C)OC(=O)c1c(NC(=O)c2ccco2)sc2c1CCCC2
 : -1	-0.3	2	-2	2	-3	-5	-3	1.5
9) O=S(=O)(NC1c2cccc3cccc(c23)C1Sc1ncccn1)c1ccc(Cl)cc1 (stereo not given)
 : 1	0.2	1	3	-19	-2	1	-5	2.5
10) Cc1c(Cl)c([N+](=O)[O-])nn1CCCC(=O)Nc1sc2c(c1C(N)=O)CCC(C)C2 (stereo not given)
 : 2	0.1	4	-1	-4	0	9	9	0.2
11) COc1cccc(-c2cc(C(F)(F)F)n3nc(C(=O)N4CCCCC4c4cccnc4)cc3n2)c1 (stereo not given)
 : 2	-0.1	-1	1	3	3	/	-19	1.1
12) Cc1cc(Nc2cccc(Cl)c2)c2ccccc2n1
 : 2	0.0	-3	4	0	7	4	22	1.7
13) CCOC(=O)Cc1nn(Cc2ccc(Cl)cc2)c(=O)c2ccccc12
 : -2	-0.1	1	0	3	18*	4	1	3.8
14) CCC1CCc2sc(C(=O)N3CCN(c4ccccn4)CC3)cc2C1 (stereo not given)
 : 8	-1.0	-5	4	7	3	-1	7	3.0
15) COc1ccc(N2CCc3c(C)nc4c(OC)cc(OC)cc4c32)c(OC)c1
 : 2	-0.1	2	1	11	2	-17	48*	1.9
16) CCn1c2ccccc2c2cc(NC(=O)C(=O)N3CCOCC3)ccc21
 : -8	-0.1	4	-5	-5	-1	7	7	3.2
17) O=C(NCc1ccccc1)c1nc2ccccc2s1
 : 3	0.0	2	-3	-4	10	-2	-3	4.8
18) Cc1ccc(C(C(=O)NC2CCCCC2)N(C(=O)CCCC(=O)Nc2ccccn2)c2ccc3c(c2)OCCO3)cc1 (stereo not given)
 : 13	0.0	-1	-2	7	-3	1	14	0.9
19) Cc1ccc(C(=O)N2CCCC(c3nc4c(nnn4Cc4ccccc4)c(=O)[nH]3)C2)cc1 (stereo not given)
 : 7	0.2	-3	-5	1	-2	2&-2	-3	2.4
20) CC1Oc2ccccc2N(CC(=O)Nc2ccc3c(c2)OCCO3)C1=O (stereo not given)
 : -4	0.2	2	-3	4	3	-5	4	-1.2
21) Cc1ccc(O)c(NC(=S)NC(=O)c2ccc(-c3ccc(Cl)cc3)o2)c1
 : 11	0.1	-5	7	-15	1	13	16	4.5
22) CCOC(=O)C1CCCN(C(=O)CCc2ccccc2)C1 (stereo not given)
 : 0	-0.2	-3	-1	11	-8	2	2	0.5
23) COc1ccc(OC)c(C(c2c(O)nc(SC)[nH]c2=O)c2c(O)nc(SC)[nH]c2=O)c1
 : 4	-0.1	-3	-3	3	-1	0	-10	0.0
24) Cc1cccn2c(=O)c3cc(C(=O)NC4CCCCC4)c(=N)n(Cc4ccccc4)c3nc12
 : 6	-4.7	3	5	1	0	4	14	1.7
25) O=C(NCc1ccco1)c1ccc(-c2csnn2)cc1
 : 6	0.0	1	-1	6	-1	5	1	1.1
26) COCCNC(=S)N(CCc1c(C)[nH]c2ccccc12)Cc1ccco1
 : 2	0.0	0	-2	2	-2	12	0	2.6
27) CCN(CC)c1ccc(/C=C/c2cccc[n+]2C)c(OC)c1
 : -27	21*	58*	-2	-140	10	-21	-52	3.2
28) Cc1ccc(C(=O)NCC(=O)Nc2cccc(S(=O)(=O)NC3=NCCCCC3)c2)cc1C
 : 2	0.1	0	0	-6	-3	2	19	3.0
29) O=C(CC(=O)NCc1ccc(Cl)cc1)NCc1ccc(Cl)cc1
 : 0	0.0	0	-1	9	-1	-24	-15	3.3
30) O=C(c1ccccn1)N1CCCC(N2CCN(c3ccccc3)CC2)C1 (stereo not given)
 : -5	0.0	-3	-2	-9	-2	-2	4	0.6
31) COc1cc2c(C)nc3c(cnn3-c3ccccc3)c2cc1OC
 : -10	-0.1	0	2	10	-3	0	11	2.1
32) O=C(NCCS(=O)(=O)N1CCN(c2ccc(F)cc2)CC1)C1CC(=O)N(c2ccccc2)C1 (stereo not given)
 : 8	-0.1	-1	-4	2	-1	-13	10	-1.8
33) CCN1CCN(CC(O)COc2cccc(OC)c2)CC1 (stereo not given)
 : 2	0.0	1	1	-1	2	-14	-8	0.4
34) COC(=O)CSc1cc(C)nc(SC)n1
 : 0	0.0	-6	0	3	-3	1	-2	1.7
35) CCS(=O)(=O)c1ccc2c(c1)N(S(C)(=O)=O)CC(C(=O)NCCOC)O2 (stereo not given)
 : 5	0.1	4	0	0	3	14	17	1.5
36) COc1cc(C2CC(=O)c3cnc(N)nc3C2)cc(OC)c1OC (stereo not given)
 : 9	0.1	-1	-3	-4	0	0	11	-1.8
37) CC(=O)Nc1ccc(C(=O)Nc2cccc(S(=O)(=O)NC3=NCCC3)c2)cc1
 : 4	0.0	0	1	-1	0	2	-5	2.6
38) O=C(Nc1ccc2snnc2c1)N1CCCCC1
 : -3	0.0	0	0	-3	3	-3	-1	-2.3
39) O=C(Cn1nc(-c2cccc(Cl)c2)ccc1=O)Nc1cccnc1
 : 0	0.0	-1	-3	4	1	-4	-13	-0.2
40) NC(=O)C1CCCN(C(=O)Nc2cccc3ccccc23)C1 (stereo not given)
 : -7	-0.2	-2	1	4	0	9	-6	-0.7
41) CC(C)c1ccc(NC(=O)Cc2cn(C)c3ccccc23)cc1
 : 4	-0.1	-4	2	4	-1	4	3	3.5
42) CC(=O)c1ccc(N2CCN(S(=O)(=O)c3cc4[nH]c(=O)c(=O)[nH]c4cc3C)CC2)cc1
 : 11	0.1	5	0	-3	4	i	-1	1.8
43) COc1ccccc1N(CC(O)CN1C(C)CCCC1C)S(=O)(=O)c1ccccc1 (stereo not given)
 : -2	-0.3	-2	-2	2	3	-3	-84	-0.5
44) O=C(c1ccccc1)c1cccs1
 : -7	-0.1	0	-2	3	-3	-6	-5	2.7
45) CN(c1ccccc1)S(=O)(=O)c1ccc(C(=O)Nc2ccncc2)cc1
 : -1	-0.1	0	-2	-1	-3	9	6	0.2
46) COc1ccc(OC)c(/C=C/C(=O)OCC(=O)NC2CCCCCCC2)c1
 : /	0.1	/	-3	-2	/	/	8	2.0
47) CCOC(=O)C1CCN(Cc2cc(=O)oc3cc(C)ccc23)CC1
 : 8	-0.1	-4	2	3	-3	-4	27	1.3
48) CCn1cc(CN(C)C(=O)CSc2nc(-c3ccco3)cc(C(F)(F)F)n2)c(C)n1
 : 3	0.1	-2	-4	3	-1	0	0	-2.2
49) COc1ccc(OC)c(-c2cn(S(=O)(=O)c3ccccc3)nc2N)c1
 : 2	-0.1	1	2	1	-5	3	5	2.0
50) COc1ccc(Cl)cc1NC(=O)CCS(=O)(=O)c1ccc(Br)cc1
 : -116	0.0	-2	-2	7	4	3	-5	1.5
51) CCCSc1nnc(NC(=O)Nc2ccccc2OC)s1
 : 1	0.2	-5	12	-6	5	-23	7	3.6
52) Cc1ccc(Cn2cc(C(=O)NN)c(=O)c3ccc(F)cc32)cc1
 : 11	-0.1	1	1	-4	1	18	-3	0.4
53) NC(=O)C1CCN(CC(O)CSc2ccccc2)CC1 (stereo not given)
 : 0	0.0	1	-8	-1	0	5	-2	-3.3
54) Cc1ccc(OCc2nnc(SCC(=O)C(C)(C)C)n2Cc2ccco2)cc1
 : 7	0.0	2	2	-1	-1	-18	-7	-0.8
55) COc1ccc(NC(=O)Cn2nnc(C(=O)Nc3ccc(F)c(Cl)c3)c2N)cc1OC
 : 9	0.1	2	2	-1	-3	21	2	-0.7
56) Cc1cc(C)c(N=C2CCCN2Cc2ccccc2)c(C#N)c1
 : 6	0.1	7	1	-14	2	2	-2	-4.6

# By substructure, the entries above with fluorine
# Results follow in this order: core dimer inh	Efflux pump mplx	TPT1 inh	PP1 inh	LYPLA2 inh	CTSL1 counter	GASC-1 inh	PREPL inhibitor	PP5 primary
2) CCOc1cc(NC(=O)c2cnccn2)c(OCC)cc1NC(=O)c1cccc(F)c1
 : 4	0.0	-2	-3	5	-2	0	-1	0.8
7) CCOC(=O)N1CCN(S(=O)(=O)c2ccc(F)c(C(=O)Nc3ccc(C(C)C)cc3)c2)CC1
 : 8	1.7	1	-3	-3	-2	-4	7	6.4
11) COc1cccc(-c2cc(C(F)(F)F)n3nc(C(=O)N4CCCCC4c4cccnc4)cc3n2)c1 (stereo not given)
 : 2	-0.1	-1	1	3	3	/	-19	1.1
32) O=C(NCCS(=O)(=O)N1CCN(c2ccc(F)cc2)CC1)C1CC(=O)N(c2ccccc2)C1 (stereo not given)
 : 8	-0.1	-1	-4	2	-1	-13	10	-1.8
48) CCn1cc(CN(C)C(=O)CSc2nc(-c3ccco3)cc(C(F)(F)F)n2)c(C)n1
 : 3	0.1	-2	-4	3	-1	0	0	-2.2
52) Cc1ccc(Cn2cc(C(=O)NN)c(=O)c3ccc(F)cc32)cc1
 : 11	-0.1	1	1	-4	1	18	-3	0.4
55) COc1ccc(NC(=O)Cn2nnc(C(=O)Nc3ccc(F)c(Cl)c3)c2N)cc1OC
 : 9	0.1	2	2	-1	-3	21	2	-0.7
